Compound activity (PubChem BioAssay)
MITF TRPM1 HTS – increases MITF-driven TRPM1 promoter luciferase signal | SK-MEL-5 TRPM1-promoter luciferase, 24 h; % of positive control, neutral wells = 0 | 300,000 compounds, 0.75% hits | AID 588334 | activation, % at 12.5 µM;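 active means mean activation of at least 80% with every replicate also reaching 80%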;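 further: 0% = neutral control wells and 100% = parthenolide positive control wells; values of inactives mirror those of a sister screen read the other way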
V-ATPase pH – alters yeast V-ATPase proton transport | S. cerevisiae, pHLuorin cytosolic pH fluorescence | 350,000 compounds, 0.37% hits | response, % at 10 µM | AID 504577; in the data active means response mostly above about 7.3%, no sharp cut-off; inactive means mostly below about 5.4%; further: actives read high; inactives centre near 0; some compounds called inactive have numbers as strong as hits; reference of the scale not given here
HTR5A ag – activates human HTR5A in OPRM1-OPRD1 agonist counter-screen. P47898. HTR5A agonist assay, luminescence, cell-based. activation, % at 9.3 µM. 340,000 compounds, 0.61% hits. AID 504692; in the data active means activation mostly above about 9.5%, no sharp cut-off; inactive means mostly below about 7.6%;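 further: 0% = cells with vehicle only and 100% = reference agonist; strong numbers were not always called active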
dFosB act – activators of mouse delta FosB homodimer. P13346. AID 493131. purified delta FosB, TAMRA-CDK5 oligo fluorescence polarization; percent of positive-control signal above neutral wells. 340,000 compounds, 0.99% hits. activation, % at 25 µM;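 active means mean activation above about 17%, with every replicate also reaching it, limit read from the data, passing the limit was not always enough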;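 further: fluorescence polarization rise as delta FosB binds a TAMRA Cdk5 AP-1 oligo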
Wnt bcat act – activators of Wnt/beta-catenin signaling; Wnt/beta-catenin reporter cell assay, activator, plate reader; activation, % at 9.35 µM; 300,000 compounds, 1.2% hits; AID 743398; in the data active means activation above about 30%, passing the limit was not always enough;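 further: 0% = neutral control wells and 100% = positive control wells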
HTR5A inv ag – inverse agonist of human HTR5A in OPRM1-OPRD1 counter-screen. HTR5A cell line, luminescence, inverse agonism. inhibition, % at 9.3 µM. 340,000 compounds, 0.083% hits. AID 504634; in the data active means inhibition mostly above about 23%, no sharp cut-off; inactive means mostly below about 18%;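 further: 0% = cells with DMSO and 100% = no-cell wells with DMSO; some compounds called inactive have numbers as strong as hits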
PvdQ acylase – P. aeruginosa PvdQ acylase inhibition; AID 488965; inhibition, % at 10 µM; purified PvdQ acylase, fluorescence plate reader; 340,000 compounds, 0.063% hits; in the data active means inhibition above about 30%, passing the limit was not always enough;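 further: 0% = vehicle neutral wells and 100% = reference inhibitor wells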
CDK5 p35 inh – CDK5/p35 (human) kinase inhibition; Q00535+Q15078; Recombinant CDK5/p35, ADP-Glo luminescence, 60 min; inhibition, % at 10 µM; 330,000 compounds, 0.01% hits; AID 488839;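 active means highest replicate inhibition of at least 50% and at least 75% of replicates reaching 50%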;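 further: plate controls were DMSO neutral control for no effect and GW8510 at 10 µM for full effect; many of its hits are not listed in these tables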
Target sequence (Q00535 whole entry, looked up): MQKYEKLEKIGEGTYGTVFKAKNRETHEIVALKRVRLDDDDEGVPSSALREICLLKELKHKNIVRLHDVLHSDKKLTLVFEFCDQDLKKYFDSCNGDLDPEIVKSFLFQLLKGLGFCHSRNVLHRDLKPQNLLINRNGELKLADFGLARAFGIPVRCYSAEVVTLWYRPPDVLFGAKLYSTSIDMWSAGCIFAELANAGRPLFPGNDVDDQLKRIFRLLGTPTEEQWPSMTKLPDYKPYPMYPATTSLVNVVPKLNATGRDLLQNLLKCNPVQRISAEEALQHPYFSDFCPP
Target sequence (Q15078 whole entry, looked up): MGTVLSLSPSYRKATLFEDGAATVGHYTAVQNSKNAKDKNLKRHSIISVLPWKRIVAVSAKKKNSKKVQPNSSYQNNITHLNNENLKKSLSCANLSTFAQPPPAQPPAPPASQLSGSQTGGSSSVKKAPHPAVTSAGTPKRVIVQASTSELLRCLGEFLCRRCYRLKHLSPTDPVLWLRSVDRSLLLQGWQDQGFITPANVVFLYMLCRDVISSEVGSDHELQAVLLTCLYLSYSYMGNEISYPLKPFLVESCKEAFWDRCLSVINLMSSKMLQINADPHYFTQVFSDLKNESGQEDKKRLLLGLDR
SR-BI DiI inh – blocks mouse SR-BI lipid uptake from DiI-HDL. Q61009. ldlA[mSR-BI] CHO cells, DiI-HDL uptake fluorescence, 3 h. inhibition, % at 12.5 µM. 320,000 compounds, 0.96% hits. AID 488896;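 active means mean replicate inhibition of at least 70% and a set share of replicates each scoring 70 or more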;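 further: 0% = median of neutral control wells and 100% = median of positive control wells; values of inactives mirror those of a sister screen read the other way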
Target sequence (Q61009 whole entry, looked up): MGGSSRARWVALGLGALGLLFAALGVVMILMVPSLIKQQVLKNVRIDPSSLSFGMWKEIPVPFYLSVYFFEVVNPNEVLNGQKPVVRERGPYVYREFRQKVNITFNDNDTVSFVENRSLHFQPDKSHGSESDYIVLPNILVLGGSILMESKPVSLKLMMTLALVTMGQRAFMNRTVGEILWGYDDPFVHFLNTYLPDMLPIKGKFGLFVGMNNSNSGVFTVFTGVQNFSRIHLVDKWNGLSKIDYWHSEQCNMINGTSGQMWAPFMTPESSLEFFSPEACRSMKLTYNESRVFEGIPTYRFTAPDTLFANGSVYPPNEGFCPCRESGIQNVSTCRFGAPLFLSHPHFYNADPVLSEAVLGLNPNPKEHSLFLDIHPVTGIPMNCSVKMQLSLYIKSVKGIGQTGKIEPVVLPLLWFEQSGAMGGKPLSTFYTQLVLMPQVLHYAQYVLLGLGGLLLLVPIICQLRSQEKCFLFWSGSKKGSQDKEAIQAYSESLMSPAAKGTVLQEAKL
NSD2 inh – blocks human histone methyltransferase NSD2. NSD2 peptide methylation, AlphaScreen, 120 min. inhibition, % at 12.5 µM. AID 743445. 310,000 compounds, 0.54% hits. O96028; in the data active means inhibition above about 50%
The depositor's hits bear a star; x = no result given.

cpd | canonical_smiles | MITF TRPM1 HTS | V-ATPase pH | HTR5A ag | dFosB act | Wnt bcat act | HTR5A inv ag | PvdQ acylase | CDK5 p35 inh | SR-BI DiI inh | NSD2 inh
1 | Cc1cc(C)cc(NC(=S)NCCc2ccc(S(N)(=O)=O)cc2)c1 | 3 | -1 | 3 | 0 | x | -9 | -15 | 0.0 | 8 | -1
2 | CCCC(=O)C1=C(O)C(C(=O)OC)C(C)(C)CC1=Nc1ccc(OC)cc1 (stereo not given) | -6 | -2 | -1 | -1 | -1 | 15 | 2 | -2.4 | 0 | 1
3 | CC(=C\c1ccccc1)/C=C1/SC(=O)N(CCCC(=O)Nc2ccc(C(=O)O)cc2)C1=O | 5 | 2 | -1 | -1 | 12 | 3 | -11 | 0.5 | -41 | 9
4 | COc1ccc(C(=O)COC(=O)Cn2c(C)csc2=O)c(OC)c1 | 38 | -3 | 0 | -2 | -2 | 1 | -2 | 0.4 | -19 | -1
5 | COC(=O)c1cc2occc2n1Cc1nc(-c2ccccc2F)oc1C | -13 | -5 | -1 | 4 | 0 | 4 | -13 | -1.4 | x | -1
6 | COc1ccc(CC(=O)NNC(=O)c2ccoc2C)cc1OC | -3 | 7 | 0 | 2 | -1 | -1 | 20 | 0.6 | -4 | -2
7 | COc1ccc(CC2(CO)CCN(Cc3cnc(-c4ccccc4C)nc3)CC2)cc1 | 4 | -1 | 4 | -9 | -1 | 0 | 0 | 2.4 | x | -1
8 | Clc1ccc(Cc2nc(-c3cccnc3)no2)cc1 | 19 | 3 | -2 | -10 | x | -12 | -6 | -2.2 | 7 | -9

A different layout for 3 compounds above.
Results follow in this order: MITF TRPM1 HTS | V-ATPase pH | HTR5A ag | dFosB act | Wnt bcat act | HTR5A inv ag | PvdQ acylase | CDK5 p35 inh | SR-BI DiI inh | NSD2 inh
1	Cc1cc(C)cc(NC(=S)NCCc2ccc(S(N)(=O)=O)cc2)c1
 : 3 | -1 | 3 | 0 | x | -9 | -15 | 0.0 | 8 | -1
2	CCCC(=O)C1=C(O)C(C(=O)OC)C(C)(C)CC1=Nc1ccc(OC)cc1 (stereo not given)
 : -6 | -2 | -1 | -1 | -1 | 15 | 2 | -2.4 | 0 | 1
3	CC(=C\c1ccccc1)/C=C1/SC(=O)N(CCCC(=O)Nc2ccc(C(=O)O)cc2)C1=O
 : 5 | 2 | -1 | -1 | 12 | 3 | -11 | 0.5 | -41 | 9

(next part)
cpd | canonical_smiles | MITF TRPM1 HTS | V-ATPase pH | HTR5A ag | dFosB act | Wnt bcat act | HTR5A inv ag | PvdQ acylase | CDK5 p35 inh | SR-BI DiI inh | NSD2 inh
9 | C[C@H](CO)N1C[C@H](C)[C@@H](CN(C)S(C)(=O)=O)Oc2ccc(NC(=O)NC3CCCCC3)cc2C1=O | 0 | -1 | 6 | -5 | -4 | -11 | -12 | 0.0 | -6 | x
10 | CC(=O)Nc1ccc(S(=O)(=O)NCc2ccc3[nH]c(C)cc3c2)cc1 | x | 0 | 1 | -1 | -1 | -14 | -7 | -0.3 | -31 | x
11 | CC(C)n1cnnc1SCC(=O)NC(=O)c1ccccc1 | 6 | 3 | 4 | 5 | -4 | -1 | -13 | -1.0 | -8 | 0
12 | COc1ccc(S(=O)(=O)N2CCN(CC(O)COc3ccc(C#N)cc3)CC2)cc1OC (stereo not given) | -13 | -4 | 4 | -8 | -2 | -9 | -5 | -2.2 | x | -4
13 | Cc1ccc(NC(=O)COC(=O)C2CC(=O)N(Cc3ccccc3)C2)cc1F (stereo not given) | -4 | 1 | -2 | -8 | -2 | 13 | 1 | 1.3 | 1 | -1
14 | Cc1cccc(-n2ncc3c(NCc4cccnc4)ncnc32)c1 | 67 | 0 | 0 | -22 | 21 | -1 | 2 | 2.2 | -1 | x
15 | COc1ccc(-c2csc(N3C(=O)C4C5c6ccccc6C(c6ccccc65)C4C3=O)n2)cc1 (stereo not given) | -11 | -2 | 4 | -1 | x | -35 | -2 | x | -32 | -2
16 | Cc1ccc(C(=O)c2sc(Nc3ccccc3)c(C#N)c2N)cc1 | -16 | -2 | -7 | -9 | -1 | -3 | 9 | 1.2 | 63 | 3
17 | COc1ccc(CNCCC(c2ccccc2)c2ccc3c(c2)OCO3)cc1 (stereo not given) | -58 | 0 | 6 | 7 | -4 | -11 | -7 | -0.4 | -9 | 20
18 | Cc1ccc(C(C)C)c(OCC(=O)NNC(=O)Nc2ccccc2)c1 | x | -3 | 4 | -9 | -1 | 21 | -11 | -2.4 | x | -2
19 | O=C1CCN(S(=O)(=O)c2ccccc2)CCN1CCOCc1ccc(F)cc1 | 11 | -1 | 0 | -4 | 0 | 16 | -5 | -1.5 | -7 | x
20 | CC(Sc1nncs1)C(=O)Nc1ccc2c(c1)OCCO2 (stereo not given) | 16 | 4 | 2 | -4 | 6 | -20 | 1 | 2.4 | -1 | 7
21 | CN(C)CCNC(=O)c1ccc2c(c1)NC(=O)c1ccccc1S2 | -7 | 4 | -3 | 0 | 1 | 10 | -6 | -0.6 | 7 | 1
22 | COc1ccc(C2NCCc3sccc32)cc1 (stereo not given) | 21 | 1 | 4 | -7 | 6 | -12 | 2 | 1.0 | -21 | 2
23 | Cc1cc(C)cc(N(CCC#N)C(=O)COC(=O)c2ccc(OCc3c(C)noc3C)cc2)c1 | -2 | -4 | 6 | -2 | -1 | -17 | -2 | -1.3 | 62 | 0
24 | CCCCN1C(=O)C(O)=C(C(C)=O)C1c1ccccc1[N+](=O)[O-] (stereo not given) | -6 | -3 | 0 | 5 | 1 | 19 | -7 | -0.3 | -38 | -1
25 | CCOc1ccc(-c2noc(CCC(=O)NC3CCCC3)n2)cc1OC | 1 | 2 | -1 | -9 | 3 | -27 | 4 | 0.2 | -10 | -4
26 | CCc1cc(C(=O)NCC(c2ccco2)N2CCCCC2)sc1C (stereo not given) | 3 | -1 | 9 | -6 | -3 | -8 | -9 | 0.5 | 6 | 0
27 | COc1ccccc1N1CCN(C2CCCN(C(=O)CN3CCCCC3=O)C2)CC1 (stereo not given) | -4 | -1 | 0 | -1 | 0 | 3 | -15 | 0.0 | -46 | -3
28 | COc1ccccc1N1C(=O)C2C3CC(c4ccccc4)C(C3)C2C1=O (stereo not given) | 2 | 1 | 4 | -3 | 0 | -3 | -18 | -0.7 | -10 | -1
29 | CC(C)c1nc(SCC(=O)N2c3ccccc3CC2C)c2ccccc2n1 (stereo not given) | -6 | 1 | 4 | -7 | -9 | 4 | -5 | 0.7 | 16 | -3
30 | COc1cccc(Cn2nnc(C(=O)Nc3cc(Cl)ccc3OC)c2N)c1 | 14 | -2 | 4 | 2 | 0 | -12 | 0 | 0.1 | 17 | x
31 | CN(C1CCCCC1)S(=O)(=O)c1ccc(S(=O)(=O)N2CCCC2)cc1 | -9 | -2 | 5 | 2 | -2 | -19 | -8 | -0.6 | 1 | 0
32 | Cc1ccc(S(=O)(=O)N2[C@@H](c3ccc(Br)cc3)C(C(=O)O)=CC[C@H]2c2cccc(C)c2)cc1 | -5 | -1 | 1 | -1 | -1 | -3 | -3 | -1.7 | 6 | x
33 | Cc1ccc(NC(=O)C2CC(=O)N(C(C)C)C2)cc1Cl (stereo not given) | -8 | 2 | 1 | -4 | -2 | -3 | -16 | 1.9 | 4 | 3
34 | COc1ccccc1-c1nc(C#N)c(N2CCC(Cc3ccccc3)CC2)o1 | 6 | -1 | 5 | -3 | 4 | -13 | -2 | 1.8 | -5 | -1
35 | Nc1nc(NC(=O)CCCC(=O)O)nn1-c1ccccc1 | -6 | 2 | 0 | 4 | x | 0 | -12 | 0.1 | -23 | -1
36 | CCN(CC)c1ccc(NC(=O)c2ccccc2)cc1S(=O)(=O)Nc1ccccc1OC | 5 | -2 | 6 | -1 | -1 | -20 | 6 | -0.1 | x | 1
37 | Cc1ccccc1OCC(=O)NNC(=O)c1cc(S(=O)(=O)N(C)C)ccc1N1CCCC1 | 6 | 2 | 5 | 3 | 0 | -15 | -2 | -3.0 | -16 | 1
38 | CN(CC(=O)Nc1cccnc1Cl)S(=O)(=O)c1ccc(Cl)cc1 | 1 | 3 | -3 | 0 | -1 | 6 | -12 | -0.4 | -11 | -1
39 | CC1CC(=O)N(CC(=O)Nc2ccc(Br)cc2)c2ccccc2S1(=O)=O (stereo not given) | 3 | 4 | -2 | -3 | -4 | 10 | -12 | 0.2 | -7 | -2
40 | CCOc1ccc(NC(=O)Cn2c(=O)oc3ccccc32)cc1 | -4 | 0 | -4 | 1 | x | -23 | -6 | 2.1 | -11 | -1
41 | COc1cc(OC)cc(/C(N)=N/O)c1 | 3 | -1 | -1 | 5 | 0 | -23 | -2 | 0.3 | 23 | -1
42 | COc1cccc(C(C)NC(=O)c2ccncc2)c1 (stereo not given) | -7 | -1 | 0 | -8 | -3 | 9 | -7 | 1.5 | -20 | -1
43 | CCOC(=O)Cc1cc(OC)c(OC)cc1Cc1cc(OC)c(OC)cc1CC(=O)OCC | 16 | -2 | -2 | -3 | -9 | -15 | 4 | -1.4 | -18 | x
44 | O=C(COc1ccc(Cl)cc1)N1CCN(c2ncccn2)CC1 | 11 | -1 | 7 | 2 | x | -19 | 0 | 2.3 | -12 | 6
45 | CCOCCCN(C(=O)c1snc(C(N)=O)c1N)C(C(=O)NC1CCCC1)c1ccc(O)cc1 (stereo not given) | 4 | -2 | 1 | -8 | 0 | -1 | -5 | 2.5 | 14 | -1
46 | CN(C)c1c(F)cc(C(=O)NC(=O)NCc2cccnc2)cc1F | 28 | -3 | 6 | 1 | -1 | -13 | -11 | -0.7 | -26 | 25
47 | Fc1ccc(-n2nnc(-c3nccs3)n2)cc1 | 43 | -6 | -1 | -4 | 27 | 2 | 17 | 2.4 | -14 | x
48 | COc1ccccc1NC(=O)CSc1nnc(C2CCCCC2)n1N | -3 | 3 | -1 | -2 | 1 | 5 | -1 | -0.7 | 7 | -1
49 | COC(=O)c1ccc(NC(=O)C(OC)c2ccccc2)cc1 (stereo not given) | -1 | 12 | -2 | -3 | 0 | 5 | -2 | -1.1 | -9 | 23
50 | Cn1c(SCC(=O)Nc2cccnc2Cl)nc2ccccc21 | 36 | -3 | 0 | 3 | -1 | -2 | -4 | 0.8 | 8 | -2
51 | COc1ccc(N2CC(O)=C(c3nc(C)cs3)C2=N)cc1 | -9 | -2 | 2 | 3 | -2 | -4 | -7 | 1.2 | 7 | 4
52 | Cc1cc(C)nc(NC2=NCC(=O)N2c2cc(Cl)cc(Cl)c2)n1 | -1 | -5 | -1 | -5 | -5 | -33 | -2 | 1.6 | 6 | 3
53 | COc1cc(CC2COC(c3ccc(O)c(OC)c3)C2COC(C)=O)ccc1O (stereo not given) | -9 | -2 | 3 | -4 | -2 | 0 | -8 | -0.8 | -2 | x
54 | CC(Sc1nnc(-c2ccco2)n1N)C(=O)NCC1CCCO1 (stereo not given) | 10 | 1 | 1 | -10 | 2 | -2 | 7 | -0.5 | -10 | 0
55 | COc1ccc(NC(=O)/C(C#N)=C\c2cc(C)n(-c3ccc(Oc4ccc([N+](=O)[O-])cn4)cc3)c2C)cc1 | -8 | -2 | 0 | 5 | x | 12 | 3 | -2.5 | 75* | -1
56 | CCCNCCC(c1ccco1)c1ccccc1OC (stereo not given) | -12 | 0 | 8 | 1 | x | -21 | 0 | -0.4 | -4 | 15

Structures listed so far that bear a hit mark in SR-BI DiI inh.
entry | mol | MITF TRPM1 HTS | V-ATPase pH | dFosB act | Wnt bcat act | PvdQ acylase | CDK5 p35 inh | SR-BI DiI inh | NSD2 inh
55 | COc1ccc(NC(=O)/C(C#N)=C\c2cc(C)n(-c3ccc(Oc4ccc([N+](=O)[O-])cn4)cc3)c2C)cc1 | -8 | -2 | 5 | x | 3 | -2.5 | 75* | -1
